M5 PAM: positive allosteric modulators of human muscarinic M5 receptor. CHO-K1 hM5, Fluo-8 calcium, ACh EC20 PAM; 0% = ACh EC20, 100% = ACh EC100. activation, % at 3 µM. hit rate 0.3% among 360,000;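 active = activation above the run cutoff, the mean activation of all test compounds plus 3 SD, cut at about 18% in these data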
Target sequence (P08912 whole entry, looked up): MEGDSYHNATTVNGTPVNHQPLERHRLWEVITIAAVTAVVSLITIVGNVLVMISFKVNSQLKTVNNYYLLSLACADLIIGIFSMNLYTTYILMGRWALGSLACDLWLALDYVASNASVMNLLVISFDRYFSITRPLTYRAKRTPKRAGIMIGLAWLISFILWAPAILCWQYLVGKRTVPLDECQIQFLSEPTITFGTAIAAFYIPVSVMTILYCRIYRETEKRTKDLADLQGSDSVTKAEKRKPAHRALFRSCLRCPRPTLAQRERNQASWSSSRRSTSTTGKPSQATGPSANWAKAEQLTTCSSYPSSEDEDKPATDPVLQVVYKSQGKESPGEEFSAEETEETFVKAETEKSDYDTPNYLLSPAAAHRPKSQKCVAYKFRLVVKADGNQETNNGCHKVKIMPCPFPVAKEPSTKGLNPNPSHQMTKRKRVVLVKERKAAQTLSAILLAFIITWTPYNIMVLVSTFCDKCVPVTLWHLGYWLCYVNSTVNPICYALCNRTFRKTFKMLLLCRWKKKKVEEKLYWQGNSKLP
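System: CHO-K1 hM5 cells. Reagent: acetylcholine, EC20 level. Compound dosing: single dose, 3 µM nominal final test concentration. Timing: Post-acetylcholine fluorescence recording 140 s. Detection: Fluo-8 calcium fluorescence. Read-out: % activation, ACh-normalized. Benchmarks: ACh EC20 and EC100 wells. Repeats: singlicate, one well per test compound.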
CRFBP-R2 agonist: CRF-BP/CRF-R2 complex agonism; HEK293 CRF-R2/CRF-BP, calcium dye fluorescence (FLIPR); percent of saturating CRF peptide response; activation, % at 13.2 µM; hit rate 0.46% among 350,000; AID 588473;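 active = activation of at least 50%, plus an integration ratio under a set limit after plate pattern correction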;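 also: plate controls were neutral control wells without compound for no effect and CRF at EC100 for full effect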
M4 ag: CHRM4 agonism in calcium assay. CHO-K1 hM4/Gqi5, Fluo-8 calcium fluorescence; vehicle 0%, full acetylcholine response 100%. hit rate 0.14% among 360,000. activation, % at 3 µM;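 active = activation above the run mean over all test wells plus 3 SD, cut at about 32% in these data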;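 also: peak over basal fluorescence ratio per well then scaled between controls; 0% = DMSO wells and 100% = acetylcholine at EC100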
CHRM5 antagonist: CHRM5 antagonism in calcium assay | P08912 | CHO-hM5 cells, Fluo-8 calcium fluorescence, ACh EC80 | inhibition, % at 3 µM | hit rate 0.59% among 360,000 | AID 624040;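 active = inhibition above a per-plate cutoff, the mean of that plate's test compounds plus 3 SD, cut at about 27% in these data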;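 also: 0% = acetylcholine EC80 with DMSO and 100% = DMSO without agonist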
CRFR2-BP antag: antagonists of CRF-binding protein/CRF-R2 receptor complex; HEK293 CRF-R2/CRF-BP, CRF-induced calcium fluorescence; inhibition, % at 11.8 µM; hit rate 0.59% among 350,000;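 active = inhibition of the ligand-induced calcium signal above about 50% at the single tested concentration, limit read from the data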
CHRM5 agonist: CHRM5 agonism in calcium assay | activation, % at 3 µM | hit rate 0.19% among 360,000 | CHO-K1 hM5 cells, Fluo-8 calcium fluorescence; 0% DMSO wells, 100% maximal acetylcholine response | P08912;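 active = activation above the run's mean over test compounds plus 3 SD, cut at about 23% in these data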;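 also: signal is peak over basal fluorescence ratio across the kinetic read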
CHRM4 antagonist: antagonists of human muscarinic M4 receptor (CHRM4) | AID 624125 | CHO-hM4 cells, ACh EC80, Fluo-8 calcium fluorescence | hit rate 0.73% among 360,000 | inhibition, % at 3 µM;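 active = inhibition above its plate's cutoff, the mean inhibition of sample wells plus 3 SD, cut at about 27% in these data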;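 also: 0% = acetylcholine EC80 with DMSO and 100% = DMSO without agonist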
CHRM4 PAM: CHRM4 positive allosteric modulation | P08173 | hit rate 0.4% among 360,000 | CHO-K1 hM4/Gqi5, Fluo-8 calcium fluorescence, ACh EC20; 0% = ACh EC20, 100% = maximal ACh | activation, % at 3 µM;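 active = activation above its plate's cutoff, the mean activation of sample wells plus 3 SD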; also: some results filed as inactive read as strong as hits
CHRM1 PAM: potentiates human M1 receptor response to acetylcholine; CHO-K1 hM1, Fluo-8 calcium fluorescence, ACh EC20; 0% = ACh EC20, 100% = maximal ACh; activation, % at 3 µM; hit rate 0.088% among 360,000; in the data active = activation above about 19%, passing the limit was not always enough
Target sequence (P11229 whole entry, looked up): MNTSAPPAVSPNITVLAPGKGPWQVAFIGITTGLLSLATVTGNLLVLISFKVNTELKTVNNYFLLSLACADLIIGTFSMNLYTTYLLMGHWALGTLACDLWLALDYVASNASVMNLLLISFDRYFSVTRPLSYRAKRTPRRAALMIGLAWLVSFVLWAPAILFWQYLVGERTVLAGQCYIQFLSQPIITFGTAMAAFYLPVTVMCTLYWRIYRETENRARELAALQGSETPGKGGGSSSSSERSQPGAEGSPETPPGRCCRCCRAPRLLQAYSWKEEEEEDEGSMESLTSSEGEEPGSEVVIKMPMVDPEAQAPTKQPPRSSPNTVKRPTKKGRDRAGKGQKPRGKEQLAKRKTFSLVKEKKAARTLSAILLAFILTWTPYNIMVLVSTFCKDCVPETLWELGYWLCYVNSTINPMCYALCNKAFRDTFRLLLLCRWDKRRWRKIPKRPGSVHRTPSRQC
Starred values were filed as active, the others as inactive; · = no result given.

SMILES	M5 PAM	CRFBP-R2 agonist	M4 ag	CHRM5 antagonist	CRFR2-BP antag	CHRM5 agonist	CHRM4 antagonist	CHRM4 PAM	CHRM1 PAM
CCOC(=O)c1sc(=NC(=O)c2ccc(S(=O)(=O)N(C)c3ccccc3)cc2)n(C)c1C	5	1.3	2	-6	-35	-1	-1	27*	15
CCCCOc1ccccc1NC(=O)CC1Nc2ccccc2NC1=O (configuration not stated)	-5	4.1	0	7	-1	0	6	4	-6
COc1cccc(CNc2nc3cc(C(C)=C(C)C)sc3c(=O)n2C)c1	-2	·	2	-1	·	2	-11	-1	3
CSc1ccc(S(=O)(=O)N2CCC(C(=O)NCc3ccco3)CC2)cc1	6	-1.6	1	-8	17	-2	5	2	2
COC(=O)/C=C1\N/C(=N\c2nc(C)cc(C)n2)N(c2ccc(C)cc2)C1=O	3	0.3	0	0	-14	1	0	1	5
O=c1[nH]c2ccc(NC(=S)Nc3ccccc3)cc2[nH]1	-6	-1.2	1	2	-9	-3	8	-4	5
O=[N+]([O-])c1ccccc1OCC(O)CN1CCN(CC(O)COc2ccccc2[N+](=O)[O-])CC1 (configuration not stated)	-19	-0.1	17	3	8	-4	1	-13	-4
COc1ccc(-c2[nH]c3ccccc3c2SCCN)cc1	-8	-0.2	5	8	-11	2	11	-7	3
O=C(Oc1ccc(Br)cc1C(=S)N1CCCC1)c1ccccc1F	-11	0.0	1	9	7	-5	-11	-6	7
COc1cccc(C2C(C(=O)c3cc4ccccc4o3)=C(O)C(=O)N2CCN2CCOCC2)c1 (configuration not stated)	6	0.5	3	-2	2	-2	-18	7	9
CCOc1cc(S(=O)(=O)NCC2CCCO2)ccc1F (configuration not stated)	-2	-1.1	1	9	3	-2	0	-1	6
COc1cc(CC(C#N)(CO)c2nc3ccccc3[nH]2)ccc1OC(F)F (configuration not stated)	-10	-0.1	6	4	-20	2	-4	-8	-3
CCOc1cc(CNC(CC)CO)ccc1OCC(=O)Nc1cccc(C(F)(F)F)c1 (configuration not stated)	5	-1.0	5	5	-21	1	-2	9	5
CC(C)CN(C(=O)c1ccc2c(c1)OCO2)C1CCS(=O)(=O)C1 (configuration not stated)	5	1.5	0	-1	1	-2	1	-3	-5
Cc1ccc(N(C)C(=O)N2CCN(S(=O)(=O)c3c(C)cc(C)cc3C)CC2)cc1	-9	-2.1	0	4	3	-5	1	-6	11
CN1CCN(CC(=O)Nc2ccc(S(=O)(=O)N(C)C)cc2)CC1	3	-1.5	0	4	-3	-4	-7	-6	4
COc1ccc2nc(NC(=O)CSc3ccccc3)sc2c1	-1	-1.9	0	-6	4	-3	-2	0	-2
O=C(Nc1ccsc1C(=O)NC1CC1)c1ccccc1	-2	-2.1	6	2	5	-3	-4	-6	6
CCCCn1c(N)c(N(CC(C)C)C(=O)c2ccc(C)o2)c(=O)[nH]c1=O	4	-0.4	1	4	4	2	1	5	6
N#CCC(=O)N/N=C/c1cn(Cc2ccccc2C#N)c2ccccc12	5	-0.4	2	-5	3	3	-4	-4	6

CHRM4 PAM: what is marked active above
Compound,CRFBP-R2 agonist,M4 ag,CHRM5 antagonist,CRFR2-BP antag,CHRM5 agonist,CHRM4 antagonist,CHRM4 PAM,CHRM1 PAM
CCOC(=O)c1sc(=NC(=O)c2ccc(S(=O)(=O)N(C)c3ccccc3)cc2)n(C)c1C,1.3,2,-6,-35,-1,-1,27*,15

The list goes on:
SMILES	M5 PAM	CRFBP-R2 agonist	M4 ag	CHRM5 antagonist	CRFR2-BP antag	CHRM5 agonist	CHRM4 antagonist	CHRM4 PAM	CHRM1 PAM
N#CCC(=O)Nc1ccc(C(=O)NNC(=O)CCN2CCN(c3ccccc3)CC2)cc1	10	2.4	1	-3	-1	1	5	2	9
CCCn1c(=O)[nH]c(=O)c2c1nc(-c1cc([N+](=O)[O-])ccc1Cl)n2CCOC	0	0.0	0	4	1	0	0	-4	1
Nc1nc(CN2CCN(C(c3ccccc3)c3ccccc3)CC2)nc(Nc2ccccc2)n1	-7	-1.5	0	13	8	-15	-8	-6	-9
O=C(c1ccc(S(=O)(=O)N2CCCCCC2)cc1)N1CCN(c2ccccc2F)CC1	-4	-0.3	1	9	-36	-4	-3	1	2
O=C(Nc1nc(-c2cc(F)ccc2F)cs1)C1=NN(c2ccccc2)C(=O)CC1	-5	-1.0	2	7	-23	-3	-4	2	2
CCn1c(=O)c(=O)n(CC)c2cc(S(=O)(=O)N3CCc4ccccc43)ccc21	0	-1.8	0	-5	25	-3	-10	7	4
CCC(=O)N1CCc2cc(S(=O)(=O)NC(C(=O)NCc3ccc(C)cc3)C(C)C)ccc21 (configuration not stated)	1	-1.0	1	-4	0	-6	-6	4	6
CN(C)S(=O)(=O)c1ccc(C(=O)Nc2cccc(C(=O)N3CCOCC3)c2)cc1	-5	8.4	1	7	2	0	-6	1	2
CCn1nc(C)c(NS(=O)(=O)c2ccc(C)cc2)c1C	-6	0.0	7	6	-10	4	-8	-6	-6
CC(=O)N[C@@H](C)C(=O)N1CCN(S(=O)(=O)c2ccc(Cl)cc2)CC1	0	-0.7	2	2	-11	-2	2	-4	-2
N#C/C(=C\c1ccc(O)cc1)c1nc2ccccc2o1	-9	23	9	10	3	10	14	-11	-8
COc1ccc(CCN2CC(C(=O)NCc3cnn(C(C)C)c3)CCC2=O)cc1 (configuration not stated)	-1	-1.2	1	10	7	2	2	-3	6
CC(Oc1cccc(Br)c1)C(=O)NNC(=O)CCS(=O)(=O)c1ccccc1 (configuration not stated)	10	-1.3	1	4	7	1	3	0	4
NS(=O)(=O)c1ccc(CCNC(=O)C2CCN(S(=O)(=O)c3ccc(Br)s3)CC2)cc1	-4	-0.2	1	5	7	-1	6	0	10
Cc1nn(CC(=O)NCC2CCCO2)c(C)c1[N+](=O)[O-] (configuration not stated)	6	-0.1	0	-8	15	1	-3	0	8
CCOC(=O)C1CCN(C(=O)c2ccc3c(=O)n4nc(Nc5ccccc5CC)sc4nc3c2)CC1	-10	-1.7	9	-2	8	-1	-14	-12	-18
CCCCc1c(-c2cccc(Br)c2)ncn1CCc1ccccc1OC	-19	·	2	2	·	-2	15	-7	·
O=C(O)C1=NN(c2c(F)c(F)cc(F)c2F)C(=O)CC1	-1	-0.3	4	4	0	-1	-7	9	10
O=C(/C=C/c1ccco1)NCC(=O)N/N=C/c1ccc([N+](=O)[O-])cc1	-4	0.9	0	6	1	-1	5	1	4
O=C(COC(=O)Cc1c(Cl)cccc1Cl)NC1CCCC1	-7	-0.5	0	-3	2	2	-4	-1	4

Some of these compounds in order of molar mass, smallest number first.
SMILES	M5 PAM	CRFBP-R2 agonist	M4 ag	CHRM5 antagonist	CRFR2-BP antag	CHRM5 agonist	CHRM4 antagonist	CHRM4 PAM	CHRM1 PAM
N#C/C(=C\c1ccc(O)cc1)c1nc2ccccc2o1	-9	23	9	10	3	10	14	-11	-8
O=C(O)C1=NN(c2c(F)c(F)cc(F)c2F)C(=O)CC1	-1	-0.3	4	4	0	-1	-7	9	10
O=C(COC(=O)Cc1c(Cl)cccc1Cl)NC1CCCC1	-7	-0.5	0	-3	2	2	-4	-1	4
CC(=O)N[C@@H](C)C(=O)N1CCN(S(=O)(=O)c2ccc(Cl)cc2)CC1	0	-0.7	2	2	-11	-2	2	-4	-2
CCCn1c(=O)[nH]c(=O)c2c1nc(-c1cc([N+](=O)[O-])ccc1Cl)n2CCOC	0	0.0	0	4	1	0	0	-4	1
CCCCc1c(-c2cccc(Br)c2)ncn1CCc1ccccc1OC	-19	·	2	2	·	-2	15	-7	·
N#CCC(=O)Nc1ccc(C(=O)NNC(=O)CCN2CCN(c3ccccc3)CC2)cc1	10	2.4	1	-3	-1	1	5	2	9
O=C(c1ccc(S(=O)(=O)N2CCCCCC2)cc1)N1CCN(c2ccccc2F)CC1	-4	-0.3	1	9	-36	-4	-3	1	2
Nc1nc(CN2CCN(C(c3ccccc3)c3ccccc3)CC2)nc(Nc2ccccc2)n1	-7	-1.5	0	13	8	-15	-8	-6	-9
CCOC(=O)C1CCN(C(=O)c2ccc3c(=O)n4nc(Nc5ccccc5CC)sc4nc3c2)CC1	-10	-1.7	9	-2	8	-1	-14	-12	-18

Following part:
SMILES	M5 PAM	CRFBP-R2 agonist	M4 ag	CHRM5 antagonist	CRFR2-BP antag	CHRM5 agonist	CHRM4 antagonist	CHRM4 PAM	CHRM1 PAM
O=C(CS(=O)(=O)c1cn(Cc2ccc(F)cc2)c2ccccc12)N1CCCCC1	2	0.9	1	-4	-8	0	-4	9	14
COc1ccc(-n2nc(C(=O)NCC(=O)NCc3ccco3)c3ccccc3c2=O)c(OC)c1	14	0.4	1	-4	19	-7	9	7	10
CN(Cc1ccc(F)cc1)C(=O)C(Cc1ccccc1)NC(=O)c1ccccc1 (configuration not stated)	-24	-1.6	14	15	-3	3	11	-13	-11
CCOC(=O)C1CCN(C(=O)c2cc(S(=O)(=O)N3CCc4ccccc43)ccc2OC)CC1	5	-0.9	5	-3	-1	-1	-3	0	7
COc1ccc(N2CCN(C(CNC(=O)OCc3ccccc3)c3ccco3)CC2)cc1 (configuration not stated)	-2	0.5	1	-4	-11	-1	5	-1	0
Cn1c(=O)c2c(nc(N3CCCCCC3)n2CC(O)COc2ccccc2)n(C)c1=O (configuration not stated)	7	-0.9	2	-11	-8	-3	0	-2	4
CCOC(=O)C(NC(C)=O)(Nc1ccc(S(=O)(=O)Nc2cc(C)nc(C)n2)cc1)C(F)(F)F (configuration not stated)	1	-1.1	1	0	-2	1	-6	4	3
CCOc1ccc(-n2c(SCc3ccc(C#N)cc3)nnc2-c2cccnc2)cc1	-6	0.2	0	14	19	-3	-3	-7	-1
COC(=O)C1CCN(S(=O)(=O)c2cn(C)c(=O)n(C)c2=O)CC1	4	-1.0	1	-3	39	1	-20	-4	3
COC(=O)c1ccc(CC(=O)c2ccc(O)cc2O)o1	8	1.6	-1	-9	18	3	-8	8	7
O=c1c(OCc2ccccc2)cccn1Cc1ccccc1	-3	-3.6	0	1	-9	-2	-8	-2	-1
CCOC(=O)c1sc(N)nc1C(F)(F)F	5	-1.1	0	10	-11	3	-11	8	8
O=C(Cn1cc([N+](=O)[O-])cn1)NCCc1c[nH]c2ccccc12	-27	0.7	17	7	3	12	-1	-17	-5
CC(=O)c1ccc(OCCOc2ccc([N+](=O)[O-])cc2)cc1	4	-0.3	2	4	7	-3	12	-5	-4
CCc1nc2c(OCCOc3ccc(F)cc3)cccn2c1N(C)C(=O)c1ccc(C)cc1	-3	·	3	3	·	-4	-17	1	-28
CC(=O)N1N=C(c2cccs2)CC1c1ccco1 (configuration not stated)	-2	2.9	1	-3	39	-2	-9	5	13
CCN1C(=O)C(CC(=O)NC)N(NC(=O)c2ccccc2)C1=S (configuration not stated)	3	-2.5	2	-6	10	0	0	-4	-1
O=C(CCCCCNc1nc(=S)[nH]c2ccccc12)NCCc1ccccc1	-4	-1.6	7	8	1	-1	-16	0	6
COc1ccc2ccccc2c1C1NC(=O)NC(C)=C1[N+](=O)[O-] (configuration not stated)	-10	5.4	0	15	-8	-2	-2	1	-5
CC(NC(=O)CCNC(=O)c1ccccc1Cl)c1ccc(-n2ccnc2)cc1 (configuration not stated)	-7	-0.3	1	-6	13	-2	-3	8	6

Screening data deposited in PubChem by several laboratories.
